TbREL1 inh: TbREL1 inhibition, primary screen; P86926; TbREL1 RNA ligation, FRET fluorescence; inhibition, % at 9.66 µM; hit rate 0.49% among 89,000;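 active means inhibition above the mean inhibition across all screened compounds plus 3 SD, cut at about 11% in these data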;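 further: 0% = plate median of test wells and 100% = NSC42067 control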
Target sequence (P86926 whole entry, looked up): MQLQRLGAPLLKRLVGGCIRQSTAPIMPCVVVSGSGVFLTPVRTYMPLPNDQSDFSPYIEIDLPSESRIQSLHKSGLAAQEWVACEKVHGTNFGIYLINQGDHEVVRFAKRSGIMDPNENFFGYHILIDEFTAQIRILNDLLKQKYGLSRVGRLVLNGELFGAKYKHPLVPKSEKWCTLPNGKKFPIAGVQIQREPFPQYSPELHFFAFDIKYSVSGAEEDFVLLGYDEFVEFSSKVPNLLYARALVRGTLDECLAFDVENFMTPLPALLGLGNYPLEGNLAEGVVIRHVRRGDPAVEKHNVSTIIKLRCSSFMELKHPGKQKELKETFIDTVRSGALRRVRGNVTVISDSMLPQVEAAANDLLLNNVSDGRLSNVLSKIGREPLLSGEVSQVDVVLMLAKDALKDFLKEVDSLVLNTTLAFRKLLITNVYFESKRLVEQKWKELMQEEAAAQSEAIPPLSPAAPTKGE
* marks the source's active call; other numbers are inactive results.

`O=C(CSc1nc2ccccc2s1)Nc1cc(C(=O)O)cc(C(=O)O)c1` gave TbREL1 inh 3.7.
CCOc1ccc(N2CC(C(=O)Nc3nnc(SCCOC)s3)CC2=O)cc1 (stereo not drawn) was read as TbREL1 inh 4.2.
Screening Cn1cccc1/C=N/N1CCN(Cc2ccccc2)CC1 returned TbREL1 inh -4.4.
Screening C[C@H](CO)N1C[C@H](C)[C@@H](CN(C)Cc2ccc(C(=O)O)cc2)Oc2c(NS(=O)(=O)c3cn(C)cn3)cccc2C1=O returned TbREL1 inh 0.9.
For CCc1cc(CNC(=O)CCc2nnc(CCCc3ccccc3)o2)on1 the results were TbREL1 inh -1.0.
`O=C(Cc1ccc(Cl)cc1Cl)Nc1ccncc1Cl` gave TbREL1 inh 1.1.
`COc1ccc(NC(=O)CSc2nnnn2C2CC2)cc1S(=O)(=O)N1CCOCC1` gave TbREL1 inh -2.5.
COCCn1nnnc1CN1CCN(c2cccc(C(F)(F)F)c2)CC1 was read as TbREL1 inh 5.1.
For O=C(N[C@H](C(=O)N1CCC[C@H]1C(=O)NC1CCCC1)C1CCCCC1)c1ccccc1 the results were TbREL1 inh -3.5.
O=C(Nc1ccccc1)c1ccc(NCC2CCCO2)c(S(=O)(=O)N2CCOCC2)c1 (stereo not drawn) was read as TbREL1 inh -3.8.
For Nc1c(N(CCO)C(=O)C2CCCC2)c(=O)[nH]c(=O)n1Cc1ccccc1 the results were TbREL1 inh 2.2.
Screening COc1ccc(C2C3=C(CC(C)(C)CC3=O)Oc3ncn(CCO)c(=N)c32)cc1OC (stereo not drawn) returned TbREL1 inh 4.4.
For CCOC(=O)C1CCN(CC(C)(C)NS(=O)(=O)c2ccc(C)cc2)CC1 the results were TbREL1 inh -3.4.
COc1ccc(/C(O)=C2\C(=O)C(=O)N(CCN(C)C)C2c2cccc(OC)c2OC)cc1Cl (stereo not drawn) was read as TbREL1 inh -1.2.
For O=C(CCCC(=O)OCC(=O)NC1CCCC1)Nc1ccccn1 the results were TbREL1 inh 2.4.
CNC(=O)c1nc(C)n(-c2cc(Cl)ccc2Cl)n1 was read as TbREL1 inh 1.3.
For CCc1ccc(NC(=O)C2CCCN(S(=O)(=O)c3cccnc3)C2)cc1 (stereo not drawn) the results were TbREL1 inh 1.5.
Screening CCC1COCCS(=O)(=O)N1Cc1ccc(Cl)cc1 (stereo not drawn) returned TbREL1 inh 2.1.
`O=C(COC(=O)CNC(=O)c1cccc([N+](=O)[O-])c1)Nc1nc2ccccc2s1` gave TbREL1 inh 3.7.
NC(=O)c1c(N)[nH]c(C(=O)c2ccccc2)c1-c1ccccn1 was read as TbREL1 inh 0.5.
Screening CCCn1c(=O)c(C(=O)NNS(=O)(=O)c2ccc(C)cc2)c(O)c2ccccc21 returned TbREL1 inh 8.8.
`O=[N+]([O-])c1ccc2c(c1)C(N1CCOCC1)/C(=C/COc1ccc(F)cc1)O2` (stereo not drawn) gave TbREL1 inh -1.8.
Cc1ccc(C(=O)c2c3ccc([N+](=O)[O-])cc3[n+]([O-])n2CCCN)cc1 was read as TbREL1 inh 1.7.
`Cc1onc(C(=O)N2CCN(C(c3ccc(F)cc3)c3ccc(F)cc3)CC2)c1[N+](=O)[O-]` gave TbREL1 inh 4.3.
For COc1ccc(/C=C(/C#N)C(=O)Nc2cccnc2)cc1OC the results were TbREL1 inh -0.1.
For CCc1ccc(/C=C/C(=O)NC2=NCCS2)cc1 the results were TbREL1 inh -1.3.
Screening CC(=O)Nc1ccc(NC(=O)CSc2nnc(COc3ccccc3C)n2CC2CCCO2)cc1 (stereo not drawn) returned TbREL1 inh 4.5.
O=C(CSc1nnc(NC(=O)c2ccc(S(=O)(=O)N3CCOCC3)cc2)s1)Nc1ccccc1C(F)(F)F was read as TbREL1 inh 4.0.
Screening COc1ccc(C(=O)N2CCSCC2)cc1OC1CCN(C(C)=O)CC1 returned TbREL1 inh 6.4.
For Cc1ccc(CN2CCN(Cc3ccc4cccc(F)c4n3)CC2CCO)cc1 (stereo not drawn) the results were TbREL1 inh 1.1.
`COc1ccc(C2(NC(C)=O)CCN(Cc3cccnc3)CC2)cc1` gave TbREL1 inh -3.9.
`O=c1[nH]c(/C(=N\O)c2ccccc2)no1` gave TbREL1 inh 1.0.
CCN(CC(=O)Nc1ccc(NC(C)=O)cc1)C(=O)CCCOc1ccc(C(C)(C)C)cc1 was read as TbREL1 inh -3.1.
CCCCCN1CC(=O)N2[C@@H](Cc3c([nH]c4ccccc34)C2(C)C)C1=O was read as TbREL1 inh -2.8.
Screening COc1ccc(S[C@@H](CCN2CC[C@H](NC(=O)OCc3ccccc3)CCC2=O)c2ccccc2)cc1 returned TbREL1 inh -0.6.
For COc1cccc(C(=O)N(CN2CCCC2=O)c2cc(C)on2)c1 the results were TbREL1 inh 0.9.
`O=C(COC(=O)[C@@H]1CCCN1S(=O)(=O)c1ccccc1F)NCc1ccc2c(c1)OCO2` gave TbREL1 inh 1.2.
CCOc1ccc(CCNC(=O)C2CC(=O)N(c3ccc4c(c3)OCCO4)C2)cc1OCC (stereo not drawn) was read as TbREL1 inh -4.4.
Screening O=S(=O)(NCc1ccc(F)cc1)c1ccccc1Br returned TbREL1 inh 2.9.
Cc1ccc(C)c(N2CCN(C(=O)CCc3nc(-c4ccc(F)cc4)no3)CC2)c1 was read as TbREL1 inh 7.8.

By substructure, the entries above with a CF3 group (two)
COCCn1nnnc1CN1CCN(c2cccc(C(F)(F)F)c2)CC1 was read as TbREL1 inh 5.1.
O=C(CSc1nnc(NC(=O)c2ccc(S(=O)(=O)N3CCOCC3)cc2)s1)Nc1ccccc1C(F)(F)F was read as TbREL1 inh 4.0.

(continued)
`CCN(CC)CCNC(=S)Nc1ccc(F)cc1` gave TbREL1 inh 5.9.
Screening CN1C2=N[C@@H](c3ccc4c(c3)OCO4)CC(=O)N2/C(=C\c2ccccc2)[C@@H]1c1ccccc1 returned TbREL1 inh -4.1.
`Cc1cc(/C=C2/SC(=O)NC2=O)c(C)n1-c1ccc(N2CCOCC2)cc1` gave TbREL1 inh -4.5.
For Cc1cccc(CNC(=O)c2sc(=O)n(Cc3ccc(S(C)(=O)=O)cc3)c2C)c1 the results were TbREL1 inh -3.5.
For O=C(N/N=C/c1cc(Cl)cc([N+](=O)[O-])c1O)C1CC1 the results were TbREL1 inh 10.0.
`O=C(CSc1nc2ccccc2n1CC(=O)N1CCCC1)N1CCN(C(=O)c2ccco2)CC1` gave TbREL1 inh -0.5.
`CC(C)c1ccc(NC2CCCN(C(=O)CCCn3cncn3)C2)cc1` (stereo not drawn) gave TbREL1 inh -6.0.
Screening Cn1c(N)c(C(=O)CSc2nnc(C3CC3)n2Cc2ccccc2)c(=O)[nH]c1=O returned TbREL1 inh -2.8.
Screening CCC(C)Sc1ccc(-c2nc3ccc(C)cn3c2NCc2ccccc2)cc1 (stereo not drawn) returned TbREL1 inh -2.3.
Cc1ccnc(NC(=O)Nc2ccc3c(c2)N(C)C(=O)CS3)c1 was read as TbREL1 inh -0.6.
Screening CC(C)C(=O)OC/C(O)=C(\C#N)c1nc2ccccc2[nH]1 returned TbREL1 inh -0.7.
Screening Cc1cccc(-n2cc(-c3ccccc3)c3c(NN4CCOCC4)ncnc32)c1 returned TbREL1 inh 0.2.
`O=C1CCCCC1c1cccc2ccccc12` (stereo not drawn) gave TbREL1 inh 0.3.
CCOCCn1c(N2CCCC2)nc2c1c(=O)n(C)c(=O)n2C was read as TbREL1 inh 0.0.
For O=C1C(CCc2ccccc2)ON=C(c2cnccn2)N1Cc1ccc(F)cc1 (stereo not drawn) the results were TbREL1 inh -0.4.
`O=C1CN(C(=O)c2cc(Br)c(Br)s2)c2ccccc2N1` gave TbREL1 inh -1.9.
`C=CC[C@@H](CC(=O)N[C@H](CO)Cc1ccccc1)C(=O)NCCOC(=O)[C@@H](CC=C)Cc1ccc(F)cc1` gave TbREL1 inh -2.1.
Screening CCOC(=O)c1nnsc1C(OC)Oc1ccccc1 (stereo not drawn) returned TbREL1 inh -2.1.
`Cn1c(=O)[nH]c(=O)c2c1nc(SCCN1CCOCC1)n2Cc1ccccc1` gave TbREL1 inh -1.7.
`COc1ccc(C(CC(=O)NC(C)(C)C)n2cccc2)cc1` (stereo not drawn) gave TbREL1 inh -1.5.

Among those listed so far, two contain a cyano group.
For COc1ccc(/C=C(/C#N)C(=O)Nc2cccnc2)cc1OC the results were TbREL1 inh -0.1.
Screening CC(C)C(=O)OC/C(O)=C(\C#N)c1nc2ccccc2[nH]1 returned TbREL1 inh -0.7.

(more compounds)
Screening COc1ccc([N+](=O)[O-])cc1COc1cc(C)cc2oc(=O)cc(-c3ccccc3)c12 returned TbREL1 inh 1.2.
Screening Cc1cccc(CSCCNC(=O)Nc2ccccc2)c1 returned TbREL1 inh -0.1.
CCCCn1c(N)c(N(CCOC)C(=O)COc2ccc(Cl)cc2)c(=O)[nH]c1=O was read as TbREL1 inh -2.8.
`Cc1cc(C)c(S(=O)(=O)N2CCN(CCO)CC2)c(C)c1` gave TbREL1 inh -2.8.
Screening O=C(CCN1C(=O)c2ccccc2S1(=O)=O)NCc1ccc(F)cc1 returned TbREL1 inh -0.8.
COc1ccc(-c2cc(=O)[nH]c(=S)[nH]2)cc1 was read as TbREL1 inh 0.0.
`CCCn1c(=O)c(C(=O)c2ccccc2)nc2ccccc21` gave TbREL1 inh 0.0.
Cc1ccc(-n2nc(N)c3c(=O)oc(N(C)C)nc32)cc1 was read as TbREL1 inh 1.0.
For Cn1c(C(=O)N2COCC2(C)C)cc2c(=O)n3ccccc3nc21 the results were TbREL1 inh -1.6.
`COc1cccc(C=NNC(=O)CSc2nc3ccccc3[nH]2)c1O` gave TbREL1 inh -5.6.
For COc1ccc(OCC(=O)N/N=C/C2CC=CCC2)cc1 (stereo not drawn) the results were TbREL1 inh -1.9.
For Cc1nc(/C(=N/O)C(N)=O)cs1 the results were TbREL1 inh 7.3.
Cc1ccc(C)c(C(=O)COc2ccc(C)nc2[N+](=O)[O-])c1 was read as TbREL1 inh 4.4.
`Cc1ccc(F)cc1NC(=O)CSc1nnc(CNC(=O)c2ccco2)n1C` gave TbREL1 inh -1.4.
CC1(C)Oc2ccc(C(=O)NC3CCCC3)cc2N(CC(=O)NC2CCCCC2)C1=O was read as TbREL1 inh -4.0.
`COc1ccccc1CC(=O)Nc1ccc(-c2nnc(-c3ccco3)o2)cc1` gave TbREL1 inh -0.2.
`Cc1sc2nc(-c3ccco3)oc(=O)c2c1C` gave TbREL1 inh -0.2.
For CCc1ccc(N(C(=O)c2csnn2)C(C(=O)NC2CCCCC2)c2cccnc2)cc1 (stereo not drawn) the results were TbREL1 inh 1.6.
Screening CCN(CC(=O)Nc1cc(Cl)ccc1C)C(=O)c1cc([N+](=O)[O-])ccc1N1CCOCC1 returned TbREL1 inh -2.0.
Screening COc1ccc(/C=N/NC(=O)c2cccnc2)c(C(=O)O)c1OC returned TbREL1 inh 1.3.

Six records drawn at random from those above, as already listed:
`Cc1sc2nc(-c3ccco3)oc(=O)c2c1C` gave TbREL1 inh -0.2.
`COc1ccccc1CC(=O)Nc1ccc(-c2nnc(-c3ccco3)o2)cc1` gave TbREL1 inh -0.2.
For CCc1ccc(N(C(=O)c2csnn2)C(C(=O)NC2CCCCC2)c2cccnc2)cc1 (stereo not drawn) the results were TbREL1 inh 1.6.
COc1ccc(-c2cc(=O)[nH]c(=S)[nH]2)cc1 was read as TbREL1 inh 0.0.
Screening O=C(CCN1C(=O)c2ccccc2S1(=O)=O)NCc1ccc(F)cc1 returned TbREL1 inh -0.8.
CC1(C)Oc2ccc(C(=O)NC3CCCC3)cc2N(CC(=O)NC2CCCCC2)C1=O was read as TbREL1 inh -4.0.

Next compounds follow.
Screening O=C(Cn1ccc(NC(=O)OCc2ccccc2)nc1=O)NCCCN1CCCC1=O returned TbREL1 inh 4.0.
`O=C(Nc1ccc(Cl)c(Cl)c1)N1CCCCCC1` gave TbREL1 inh 3.2.
`COc1cc(NC(=O)CN2CCN(S(=O)(=O)c3ccc(C(C)C)cc3)CC2)cc(OC)c1` gave TbREL1 inh -3.7.
For CCOc1ccccc1-c1nc(-c2ccc(NC(=O)c3ccc(Br)o3)cc2)no1 the results were TbREL1 inh 0.0.
NC1=NC(c2ccc(Br)cc2)n2c(nc3ccccc32)N1 (stereo not drawn) was read as TbREL1 inh 2.6.
COc1ccc(C2CC(=O)Oc3c(C(CCN4CCCCC4)c4ccc(N(C)C)cc4)c(OC)cc(OC)c32)cc1 (stereo not drawn) was read as TbREL1 inh -0.7.
For O=C(O)CN1C(=O)COc2cc(S(=O)(=O)N3CCCC3)ccc21 the results were TbREL1 inh 7.0.
COc1ccc(CCN2C(=O)CC(Nc3ccc(N4CCOCC4)cc3)C2=O)cc1OC (stereo not drawn) was read as TbREL1 inh -3.4.
`N#Cc1ncc(-c2ccc3c(c2)OCCOCCOCCOCCOCCO3)nc1C#N` gave TbREL1 inh 4.2.
Screening O=C(c1cc(-c2ccc3c(c2)OCO3)on1)N1CCN(c2ccc(F)cc2)CC1 returned TbREL1 inh 0.2.
Screening COc1ccccc1C(=O)Nc1ccc2c(c1)nc(CCNC(=O)c1ccco1)n2C returned TbREL1 inh 2.1.
For Cc1[nH]c2ccccc2c1CC(=O)Nc1ccc(Nc2cccnc2)c(-c2ccc(OC(F)(F)F)cc2)c1 the results were TbREL1 inh -1.0.
For CC(C)N(C(=O)CSc1nnc(CN2CCCCCC2=O)n1-c1ccccn1)C(C)C the results were TbREL1 inh -0.2.
C=CCN(CC=C)C(=O)C(=O)c1cc(C)n(-c2ccc([N+](=O)[O-])cc2)c1C was read as TbREL1 inh -3.6.
Screening COc1ccc(NC(=O)CN2CCN(c3ccccc3)CC2)cc1 returned TbREL1 inh 2.0.
For CN(C(=O)c1ccc([N+](=O)[O-])cc1)c1ccccc1C(=O)NCc1ccccc1 the results were TbREL1 inh -0.6.
Screening C/C(Cn1cnc([N+](=O)[O-])n1)=N\NC(=O)c1ccncc1 returned TbREL1 inh 6.5.
`OC(COC(c1ccc(F)cc1)c1ccc(F)cc1)CN1CCCC(C(F)(F)F)C1` (stereo not drawn) gave TbREL1 inh 3.0.
CCn1c2ccccc2c2cc(CN3CCN(C(=O)c4ccco4)CC3)ccc21 was read as TbREL1 inh 0.2.
O=C(CCC(=O)c1ccc(F)cc1)NCC1(N2CCCCC2)CCCCC1 was read as TbREL1 inh -1.0.

Assay outcomes deposited in PubChem by The Scripps Research Institute Molecular Screening Center.

An excerpt. The share of hits here may be higher or lower than overall.
